# Screening data from PubChem.
# KAT2A inh – blocks human GCN5L2 histone acetyltransferase; GCN5L2 HAT assay, ThioGlo1 CoA-SH fluorescence; Potency, µM (doses to about 58.9 µM), for the others: at the highest dose activity change, negative = inhibition, most hits filed as inhibitors; 0.21% of 390,000 active; AID 504327
# Target sequence (Q92830 whole entry, looked up): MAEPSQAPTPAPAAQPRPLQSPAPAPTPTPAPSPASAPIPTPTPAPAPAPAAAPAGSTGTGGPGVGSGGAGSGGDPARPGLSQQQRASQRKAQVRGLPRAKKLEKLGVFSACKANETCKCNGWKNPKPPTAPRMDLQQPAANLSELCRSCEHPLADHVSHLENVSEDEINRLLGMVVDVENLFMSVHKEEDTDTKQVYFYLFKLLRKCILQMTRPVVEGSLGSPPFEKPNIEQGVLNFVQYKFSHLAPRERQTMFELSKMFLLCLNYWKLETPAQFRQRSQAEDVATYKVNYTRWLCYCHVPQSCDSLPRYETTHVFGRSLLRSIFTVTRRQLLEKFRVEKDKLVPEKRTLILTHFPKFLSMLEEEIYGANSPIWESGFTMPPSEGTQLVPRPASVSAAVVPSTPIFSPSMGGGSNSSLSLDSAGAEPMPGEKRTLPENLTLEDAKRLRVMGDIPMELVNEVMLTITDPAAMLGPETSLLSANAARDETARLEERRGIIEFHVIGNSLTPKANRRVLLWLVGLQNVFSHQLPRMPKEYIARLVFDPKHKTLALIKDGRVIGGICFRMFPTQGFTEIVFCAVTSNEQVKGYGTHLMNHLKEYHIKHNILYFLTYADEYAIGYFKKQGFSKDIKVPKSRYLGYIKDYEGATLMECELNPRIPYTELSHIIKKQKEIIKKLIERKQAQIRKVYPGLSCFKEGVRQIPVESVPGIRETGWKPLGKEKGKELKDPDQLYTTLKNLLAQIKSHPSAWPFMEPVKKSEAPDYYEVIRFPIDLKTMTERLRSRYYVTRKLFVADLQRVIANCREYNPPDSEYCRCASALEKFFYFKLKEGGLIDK
#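 Free CoA generated was detected with ThioGlo1 (50uM) fluorescence at Ex340nm/Em540nm, read immediately and after 20 min at room temperature. Enzyme, 20 nM in HEPES pH 7.5 buffer, saw compounds 15 min before adding 75uM H3(1-25) peptide and 70uM acetyl-CoA.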
# N370S GC – inhibitors or activators of N370S glucocerebrosidase for Gaucher disease. P04062. N370S GC spleen homogenate, 4MU-glucoside fluorescence. Potency, µM (doses to about 59.4 µM), without a hit: at the highest dose activity change, negative = inhibition, most hits filed as inhibitors. 0.092% of 330,000 active. AID 2101;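 also: 0% = full enzyme activity and -100% = no enzyme basal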
# FEN1 inh – blocks human flap endonuclease 1. Potency, µM (series often up to 114 µM), without a hit: at the highest dose activity change, negative = inhibition, hits mostly inhibitors. Recombinant FEN1 flap cleavage, fluorescence, 15 min. 0.35% of 390,000 active. AID 588795. P39748; also: nearly all actives have a fitted effect of over 65% in size
#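 Steps: FEN1 (10 nM) dispensed; compound added by pin tool; 15 min at room temperature; substrate added to 50 nM final; reads at 0 min and 15 min; data normalized and fitted (four-parameter Hill).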
# An asterisk follows results filed as active; ? = inconclusive; . = not tested or not shown; & = joins results of further samples; [ ] = dose if it differs, or a comment. Calls follow the shape of the dose curve; as a rule, active = well fitted curve in the direction sought with a large enough effect; inconclusive = small, poorly fitted or top-dose-only effect, or another doubt; inactive = no such curve, though single readings can be large; an effect the other way counts as inactive or inconclusive. Unless noted, % is scaled to controls: 0 for no effect and ±100 for the full control effect; potency is read from the fitted curve at half-maximal effect.
# Sample of the layout, 2 compounds:
# Fields – KAT2A inh, N370S GC, FEN1 inh
CCOc1ccccc1CN1CCN(Cc2ccon2)CC1CCO (stereo not drawn)
 : 3.2%, -4.7%, 3.3%
Cc1ccc(C(=O)C2CCOC(C)(C)C2)cc1 (stereo not drawn)
 : 2.9%, -1.8%, -2.9%

# Main list (from the top)
# Fields – KAT2A inh, N370S GC, FEN1 inh
CCOc1ccccc1CN1CCN(Cc2ccon2)CC1CCO (stereo not drawn)
 : 3.2%, -4.7%, 3.3%
Cc1ccc(C(=O)C2CCOC(C)(C)C2)cc1 (stereo not drawn)
 : 2.9%, -1.8%, -2.9%
Cc1cc(C)c(NC(=O)C2C3/C=C\CCCCC32)c(C)c1 (stereo not drawn)
 : -3.4%, -4.1%, 1.3%
COc1cc(NC(=O)Cn2cnc3sc(C)c(S(=O)(=O)N4CCOCC4)c3c2=O)cc(OC)c1OC
 : 0.7%, 0.5%, 4.4%
O=C(NS(=O)(=O)N1CCCC1)C1=C(N2CCCC2)COC1=O
 : 1.5%, ., 1.9%
COc1ccc(CN2CCN(Cc3ccc(Br)cc3)CC2)c(OC)c1OC
 : -5.9%, -2.4%, 1.8%
O=C1Nc2ccccc2C1(c1ccccc1)c1ccccc1
 : 0.9%, ?, -0.3%
Cc1coc2cc3oc(=O)c(CCC(=O)O)c(C)c3cc12
 : -1.9%, 28.8%, -4.4%
COc1ccc(OC)c(NC(=O)c2cccc(N3C(=O)C4C5CCC(C5)C4C3=O)c2)c1 (stereo not drawn)
 : 1.2%, -12.0%, -4.2%
Cc1ccc(NC(=O)COC(=O)CCC(=O)c2cccs2)c(Br)c1
 : -4.0%, ., -21.7%
O=C(Nc1ccc2nc(SCCOc3ccccc3)sc2c1)c1ccco1
 : -13.2%, ., 10.7%
COc1ccccc1CN1CCCC(CN(CCN(C)C)C(=O)C2CCCC2)C1 (stereo not drawn)
 : -0.2%, -6.0%, -0.5%
O=C(CSc1nc2ccc(Nc3nc(N4CCOCC4)nc(N4CCOCC4)n3)cc2s1)N1CCOCC1
 : -9.6%, -26.6%, -7.5%
COC(=O)CNC(c1ccccc1Cl)c1cc(Br)ccc1NS(=O)(=O)c1ccc(C)cc1 (stereo not drawn)
 : -9.5%, 16.8%, 6.8%
COC(=O)c1[nH]c2ccc(C)cc2c1NC(=O)CN1CCN(c2ccccc2)CC1
 : -11.1%, -13.0%, -4.6%
COc1ccc(Cl)cc1N(CC(=O)Nc1ccccc1C(=O)NCc1ccco1)S(C)(=O)=O
 : -1.7%, 2.6%, -13.2%
O=C(NCCO)c1cc(-c2cc(C(=O)NCCO)c3ccccc3n2)nc2ccccc12
 : 12.5%, -1.3%, -3.5%
CCOc1ccc(NC(=O)N2CCN(Cc3cc(=O)n4nc(-c5ccc(OC)cc5)sc4n3)CC2)cc1
 : -19.1%, ., -10.3%
COc1cccc(-c2nc(CS(=O)CC(=O)NCc3ccccc3Cl)c(C)o2)c1 (stereo not drawn)
 : ?, 29.9%, 14.1%
CC(C)[C@H](NC(=O)c1ccccc1)C(=O)OCC(=O)/C=C1/N(C)c2ccccc2C1(C)C
 : -4.6%, ?, 4.9%
COCc1cc(C)nc(N/N=C/c2ccc(-c3cc(C(=O)O)ccc3Cl)o2)c1C#N
 : -8.1%, 1.5%, .
Clc1ccc(Cc2nn3c(Cn4nnc5ccccc54)nnc3s2)cc1
 : -2.9%, -4.5%, 0.7%
COc1ccc(OC)c(NC(=O)COCc2cc(-c3ccco3)on2)c1
 : -2.8%, ., -20.7%
O=C1NC(=S)N/C1=C/c1ccc2c(c1)OCO2
 : 2.7%, -19.8%, -13.6%
CC(=O)N1CCSc2ccc(S(=O)(=O)Nc3ccc(C)cc3)cc21
 : -17.3%, -2.0%, -5.2%
CCn1cc(C(=O)O)c(=O)c2cc(S(=O)(=O)N3CCCCCC3)ccc21
 : 1.2%, 3.0%, 12.6%
CCOc1ccc(N2CC(C(=O)NC3CCCCCC3)CC2=O)cc1 (stereo not drawn)
 : 2.7%, 2.5%, -0.4%
CCN(C(=O)C1CCN(S(=O)(=O)c2c(C)noc2/C=C/c2ccc(C)cc2)CC1)c1cccc(C)c1
 : -0.6%, ., 17.9%
Cc1ccccc1OCCCCCn1ccnc1
 : -3.1%, -0.1%, -3.2%
Cc1sc2ncn(/N=C/c3ccco3)c(=O)c2c1C
 : 4.7%, -6.6%, -7.7%

# Entries shown so far that have a Cl atom:
# Fields – KAT2A inh, N370S GC, FEN1 inh
COC(=O)CNC(c1ccccc1Cl)c1cc(Br)ccc1NS(=O)(=O)c1ccc(C)cc1 (stereo not drawn)
 : -9.5%, 16.8%, 6.8%
COc1ccc(Cl)cc1N(CC(=O)Nc1ccccc1C(=O)NCc1ccco1)S(C)(=O)=O
 : -1.7%, 2.6%, -13.2%
COc1cccc(-c2nc(CS(=O)CC(=O)NCc3ccccc3Cl)c(C)o2)c1 (stereo not drawn)
 : ?, 29.9%, 14.1%
COCc1cc(C)nc(N/N=C/c2ccc(-c3cc(C(=O)O)ccc3Cl)o2)c1C#N
 : -8.1%, 1.5%, .
Clc1ccc(Cc2nn3c(Cn4nnc5ccccc54)nnc3s2)cc1
 : -2.9%, -4.5%, 0.7%

# Remaining list, next part
# Fields – KAT2A inh, N370S GC, FEN1 inh
Cc1ccc(NC(=O)C2C3/C=C\CCCCC32)cc1 (stereo not drawn)
 : 36.4%[activator], -13.9%, 1.9%
COc1cccc(NS(=O)(=O)c2ccc3c(c2)N(C(C)=O)CCO3)c1
 : 1.9%, -1.6%, 18.0%
CCCCc1nc2cc(C(=O)N(C)CCc3cn[nH]c3)ccc2o1
 : -0.9%, -7.6%, 17.8%
COc1ccc(NC(=O)N2CCCC2C(=O)NCc2ccc(F)cc2)cc1 (stereo not drawn)
 : -0.9%, 7.0%, 5.7%
CC1CCC2(CC1)SCC(=O)N2c1ccc(F)cc1 (stereo not drawn)
 : -1.9%, 0.6%, 0.2%
CC1=C(C(=O)OCCC#N)C(c2cc3c(cc2Br)OCO3)NC(=O)N1 (stereo not drawn)
 : -23.8%, 4.2%, 0.1%
CCCCCc1ccc(-c2ccc(/C=C/C(=O)O)cc2)nc1
 : -5.3%, -7.4%, 6.7%
NS(=O)(=O)c1cccc(NC(=O)COC(=O)c2ccccc2C(=O)c2ccccc2)c1
 : -9.7%, ., -3.9%
Cc1c(Cl)cccc1NC(=S)Nn1cnnc1
 : -26.5%, -0.8%, -0.3%
COc1ccc(-c2ccc(-c3cc(=O)oc4cc(C)cc(C)c34)cc2)cc1
 : -27.7%[88.6 µM], -5.2%[89.1 µM], .
O=C(NCc1cc(C(F)(F)F)ccc1F)C1CCC(=O)N(C2CC2)C1 (stereo not drawn)
 : 0.1%, -2.7%, 13.0%
Cc1ccc(S(=O)(=O)Nc2cc3c(cc2N2CCOCC2)n(C)c(=O)n3C)cc1
 : -5.2%, ., -2.6%
CCN(CC(=O)Nc1c(F)cccc1F)C(=O)CCc1c[nH]c2ccccc12
 : -16.8%, 1.9%, -8.3%
CN(C)S(=O)(=O)n1cnc([C@H]2c3c(ncn3Cc3ccccc3)C[C@H]3COC(=O)[C@@H]32)c1
 : -4.3%, ., 19.6%
CCC1=NN2C(=N)/C(=C\c3ccc(OCCOc4ccccc4OC)cc3)C(=O)N=C2S1
 : -5.7%, -10.1%, 1.1%
COCCNC(=O)CN1CCC(n2c(C)nc3cc(C(F)(F)F)ccc32)CC1
 : 1.8%, 0.4%, -5.0%
O=C(O)/C=C/c1ccc(S(=O)(=O)Nc2ccc3[nH]c(=O)[nH]c3c2)cc1
 : 3.2%, -0.9%, -2.7%
COC(=O)c1cc2sccc2n1Cc1nc(-c2ccc(Cl)cc2)oc1C
 : -3.6%&-6.8%, 3.4%, 22.9%&13.1%
NC(=O)[C@@H]1CCCNc2c(I)cc([N+](=O)[O-])cc2C(=O)N[C@@H](CCC(=O)O)C(=O)N[C@@H](CO)C(=O)N1
 : -7.5%, -17.2%, -3.3%
OC(CCc1cccc(Cl)c1)c1cccs1 (stereo not drawn)
 : -13.4%, -3.3%, -6.5%
N=c1sccn1CC(=O)Nc1ccc(SC(F)F)cc1
 : 0.9%, -1.6%, -0.4%
C=CCN(c1ccccc1C(=O)NCC(=O)O)S(=O)(=O)c1ccc(C)cc1
 : -2.4%, -5.6%, -2.4%
Cc1ccc(-n2nc3c(=O)n(CC(=O)NCCCc4ccccc4)nc(C)c3c2C)cc1
 : 5.0%, -5.8%, -7.7%
CC(C)Cn1c(N)c(C(=O)CSc2cc(Cl)ccc2Cl)c(=O)n(C)c1=O
 : -2.5%, 22.0%, .
CCOC(=O)NN1C(=O)c2ccccc2NC1c1ccccn1 (stereo not drawn)
 : -3.6%, 2.8%, 1.3%
O=C(N/N=C/c1ccsc1)C1CC1
 : -6.6%, 5.1%, -7.6%
COc1ccc(/C=N/N2C(=O)C3C4C=CC(CC4)C3C2=O)c(OC)c1 (stereo not drawn)
 : -7.4%, -3.0%, 1.1%
Cc1ccc(S(=O)(=O)N2CCOCC2)cc1NC(=O)COC(=O)CSc1ccc(Br)cc1C
 : -5.6%, 5.9%, -19.1%
Cc1cc(NC(=O)c2cnc3c(-c4ccccc4)c(C)nn3c2C)ccc1Br
 : 6.6%, ., -25.6%
CCCCC(=O)Nc1ccc(C(=O)Nc2nnc(COC)s2)cc1
 : 3.7%, ., -10.8%
Cc1nc(-c2ccccc2)nc2[nH]c(=O)n(-c3ccccc3)c(=O)c12
 : -1.4%, 1.4%, -5.6%
Cc1ccc(-c2ccc(/C=N\n3cnnc3)o2)c(Br)c1
 : -15.1%, 0.5%, -3.9%
O=C(NCn1ccc(=O)[nH]c1=S)c1ccccc1
 : -1.4%, 0.4%, -0.2%
COc1ccc(CCNC(=O)c2ccc(-n3c(C)cc4c3CCCC4)cc2)cc1OC
 : -1.4%, ., 8.0%
O=C(c1cc([N+](=O)[O-])ccc1Cl)N1c2ccccc2Sc2ccccc21
 : -0.2%, 8.2%, -11.8%
O=C1C(C=Nc2ccccc2O)=C(O)c2ccccc21
 : -6.4%, -27.9%, 1.3%
COc1ccc(C(CC(=O)N2CCCC2)c2c(OC)cc(OC)c3c(-c4ccccc4)cc(=O)oc23)cc1 (stereo not drawn)
 : -12.2%, 22.0%&19.8%, -20.1%&-13.4%
O=C(NC1CCCC1)C1CC(c2ccc(F)cc2)=NO1 (stereo not drawn)
 : -3.9%, 2.1%, 17.4%
CCN(CCO)C(=S)Nc1cc(S(=O)(=O)N(C)C)ccc1C
 : -11.0%, -0.4%, 3.4%
Cc1ccc(SCC(=O)N2CCN(c3ccccn3)CC2)cc1
 : -12.9%, 6.2%, 0.1%
Cc1cc(C)c(NC(=O)c2cccs2)c(C)c1NC(=O)c1cccs1
 : 3.2%, -0.2%, -5.7%
O=C(c1c(F)cccc1F)N1CCN(CCOc2ccccc2)CC1
 : 0.7%, -1.9%, -0.6%
CC(C)CC1CC(=O)OC1(C)C(=O)CSc1nc2ccccc2s1 (stereo not drawn)
 : -5.7%, 1.7%, -9.6%
CC1CC(C)CN(CCCNC(=O)C2CCC(=O)N2C2CCCC2)C1 (stereo not drawn)
 : -1.2%, -2.1%, 37.5%[activator]
Cc1c(NC(=O)C(C)OC(=O)CNC(=O)c2ccc(C(C)(C)C)cc2)c(=O)n(-c2ccccc2)n1C (stereo not drawn)
 : 1.9%, -2.3%, -6.8%
Cc1ccccc1NS(=O)(=O)c1ccc(C(=O)NCCCN2CCOCC2)cc1
 : -0.8%, -25.8%, 1.4%
Oc1ccc(OCc2ccccc2)cc1
 : 0.0%[21.4 µM], -0.2%[21.6 µM], .
Cc1ccccc1C(=O)Nc1cccc(NC(=O)c2ncn[nH]2)c1
 : -2.0%, 14.3%, -0.2%

# Not all compounds are listed. The share of hits here may be higher or lower than overall.
